SKN-1 inh = C. elegans SKN-1 inhibition | C. elegans VP596 Pgst-4::GFP/RFP ratio, acrylamide-induced, 24 h | inhibition, % at 21.8 µM | actives 0.49% (n = 360,000) | AID 624304;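 active = interference check ratio from 0.5 to 1.5 plus GFP to RFP signal ratio inhibition reaching or exceeding a fixed threshold, cut at about 30% in these data, passing the limit was not always enough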; note: some compounds called inactive have numbers as strong as hits
bovine MsrA act = activators of bovine methionine sulfoxide reductase A; purified bovine MsrA, absorbance read-out; actives 0.3% (n = 360,000); activation, % at 10.6 µM; in the data active = activation above about 7.5%;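 note: 0% = vehicle and 100% = reference activator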
CendR NRP1 mod = alters CendR peptide binding to human NRP-1; actives 0.85% (n = 360,000); inhibition, % at 25 µM; FAM-RPARPAR peptide binding to NRP-1, fluorescence polarization;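 active = inhibition or corrected inhibition above about 18%, plus a signal ratio from 0.5 to 1.5, limit read from the data, passing the limit was not always enough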; note: strong numbers were not always called active
eLon inh = inhibitors of E. coli Lon protease | P0A9M0 | inhibition, % at 7.94 µM | actives 0.42% (n = 360,000) | purified E. coli Lon protease, fluorescence polarization; in the data active = inhibition above about 13%, passing the limit was not always enough;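 note: 0% = enzyme with probe and DMSO and 100% = no enzyme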
MLLE-PAM2 inh = blocks PAM2 peptide binding to the PABP1 MLLE domain; inhibition, % at 20 µM; actives 0.36% (n = 360,000); P11940; GST-MLLE / FITC-PAM2 fluorescence polarization; in the data active = inhibition above about 35%, passing the limit was not always enough;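 note: plate controls were DMSO wells with GST-MLLE for no effect and wells lacking GST-MLLE protein for full effect; some results filed as inactive read as strong as hits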
Target sequence (P11940 whole entry, looked up, the tested form may be a part): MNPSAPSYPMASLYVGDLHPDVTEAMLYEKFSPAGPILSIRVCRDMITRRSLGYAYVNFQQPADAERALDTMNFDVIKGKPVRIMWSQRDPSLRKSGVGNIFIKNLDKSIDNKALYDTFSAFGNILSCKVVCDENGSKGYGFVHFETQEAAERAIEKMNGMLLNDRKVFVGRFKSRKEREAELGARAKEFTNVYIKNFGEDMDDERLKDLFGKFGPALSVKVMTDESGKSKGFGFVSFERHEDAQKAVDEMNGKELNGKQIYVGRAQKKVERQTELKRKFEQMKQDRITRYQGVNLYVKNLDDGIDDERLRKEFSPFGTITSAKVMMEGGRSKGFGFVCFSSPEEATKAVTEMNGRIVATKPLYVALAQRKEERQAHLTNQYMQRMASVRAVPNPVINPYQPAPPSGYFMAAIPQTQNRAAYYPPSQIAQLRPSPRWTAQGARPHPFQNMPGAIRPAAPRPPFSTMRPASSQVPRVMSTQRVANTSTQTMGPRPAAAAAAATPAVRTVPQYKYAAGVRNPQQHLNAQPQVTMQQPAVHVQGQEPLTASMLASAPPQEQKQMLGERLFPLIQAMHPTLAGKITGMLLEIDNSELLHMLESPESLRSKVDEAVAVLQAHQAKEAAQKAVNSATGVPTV
TbMetRS inhib = blocks T. brucei methionyl-tRNA synthetase activity; purified T. brucei MetRS, ATP depletion, Kinase-Glo luminescence; inhibition, % at 11.9 µM; actives 0.4% (n = 360,000); AID 624268;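 active = inhibition above a per-plate cutoff of the control wells' mean inhibition plus 3 SD, cut at about 5.5% in these data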;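 note: 0% = DMSO wells median and 100% = median of wells with control inhibitor compound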
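Test system – parasite MetRS enzyme · Reagent – substrates ATP, L-methionine and bulk Escherichia coli tRNA · Doses – 11.9 µM compound single dose, 0.9% DMSO · Times – 15 min enzyme-compound preincubation, 2 h reaction, 10 min detection, 25 °C · Signal – Kinase-Glo luminescence, ATP depletion format · Controls – DMSO-only wells as low control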
FAS-TE inh = FAS thioesterase (human) inhibition; P49327; recombinant FAS-TE, OMFH fluorogenic substrate, fluorescence endpoint; inhibition, % at 15 µM; actives 0.67% (n = 360,000); AID 602261;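 active = compounds whose normalised, plate-corrected inhibition of enzyme fluorescence in the single-dose primary screen is 50% or more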;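 note: 0% = DMSO with enzyme and 100% = substrate without enzyme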
MsrA inhibitor = bovine MsrA inhibition; inhibition, % at 15.5 µM; purified bovine MsrA, absorbance read-out; actives 0.75% (n = 360,000); in the data active = inhibition above about 4.5%;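 note: 0% = vehicle wells with enzyme and 100% = reference inhibitor wells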
MT1-MMP act inh = blocks activation of human MT1-MMP | P50281 | HT1080 RFP-PRO-GFP cells, GFP/RFP ratio fluorescence, overnight; percent of plate control window, DMSO zero | GFP/RFP ratio change, % at 20 µM | actives 0.061% (n = 360,000);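 active = GFP/RFP ratio change of at least 30% with cell ATP level not reduced by more than half and red fluorescence within 50% of control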; note: strong numbers were not always called active
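Assay system: RFP-PRO-GFP reporter HT1080 cells; read-out basis: GFP/RFP fluorescence ratio; benchmarks: DMSO wells and RFP-L50D-GFP cells; doses: 20 µM single dose, 1% DMSO; schedule: overnight cell settling, then overnight compound exposure, 37 °C, 5% CO2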
Active calls of the source: *; . = no result given; & = joins results of further samples. This is a random part of the collection (roughly 4% active in at least one column).

SMILES	SKN-1 inh	bovine MsrA act	CendR NRP1 mod	eLon inh	MLLE-PAM2 inh	TbMetRS inhib	FAS-TE inh	MsrA inhibitor	MT1-MMP act inh
Cc1ccc2[nH]c(CCN(C)C)c(CC#N)c2c1	1.0	-6.0	-2.8	-11.3	3.0	-0.5	-1.8	1.1	0.0
CC(C)C[C@H]1CN([C@@H](Cc2ccc(O)cc2)CN2CCC[C@@H]2CN2C(=S)NC[C@@H]2Cc2ccccc2)C(=S)N1CCc1ccccc1	21.6	-2.4	11.4	4.6	4.2	-0.6	-126.6	-0.5	-2.8
CC(C)CCn1c(=O)c2ccccc2n2c(CCC(=O)NC3CCN(Cc4ccccc4)CC3)nnc12	14.0	0.1	-1.8	2.2	14.2	0.0	8.9	0.6	2.7
CCS(=O)(=O)N1CCc2nc(-c3ccccc3)sc2C1	-8.8	-1.9	-1.0	-2.7	15.4	-0.1	-2.3	1.1	1.7
COc1ccc(C(C(=O)NC2CCCCC2)N(C(=O)Cc2c[nH]c3ccccc23)c2ccccc2)cc1OC (centres undefined)	6.3	-1.3	-5.5	10.5	-35.0	-0.4	15.4	-0.6	-13.7
CCC(=O)N1CCN(c2ccc(NC(=O)c3ccc(Br)o3)cc2)CC1	2.1	-6.9	7.1	-7.6	-3.2	-0.2	-6.6	0.5	-2.7
Cc1cccc(Cc2nnc(CCC(=O)N3CCCC(CN4CCOCC4)C3)o2)c1 (centres undefined)	7.2	-0.4	2.2	7.1	-0.5	-0.3	-2.5	-0.5	-2.3
O=c1oc(-c2cccs2)nc2c1cnn2-c1ccccc1	-14.4	-15.3	1.1	-0.8	10.6	-1.1	3.1	0.5	0.8
Cc1onc(-c2ccccc2Cl)c1C(=O)Nc1ccc(Br)cc1	0.9	-1.9	8.4	6.5	-3.0	-0.5	10.0	0.1	-1.6
CCOC(=O)CNC(=O)CSc1nccn1Cc1ccco1	1.3	-4.6	-7.5	-8.4	-20.3	0.4	-2.2	-1.2	-1.8
Cc1c(C(=O)N(C)C)c2cc(Cl)ccc2n1O	2.4	-10.9	5.7	2.8	15.4	-0.8	-13.5	-0.5	-8.0
Cc1ccc2c(c1)nnn2C1CCN(CC(=O)c2ccc(Cl)cc2)CC1	-4.1	-0.2	-4.6	-3.5	-10.0	-1.3	-0.5	0.6	-8.7
CCC(=O)N1c2ccc(S(=O)(=O)N3CCCCC3)cc2CC1C (centres undefined)	19.0	-1.1	5.0	-0.5	-4.8	0.1	-3.1	-0.8	2.6
CCOc1ccc(C(=O)NCCC(=O)NCCCC(=O)O)cc1	-4.7	-14.1	2.5	-8.0	-7.6	-1.3	-7.8	0.0	9.1
CCOC(=O)[C@]12CCCC=C1N(CCc1ccc(OC)c(OC)c1)C(=O)[C@H](CC(=O)N1CCCC1)C2	-16.4	.	-7.2	.	.	-0.5	.	1.2	3.0

Brought forward from above: 2 compounds; new compounds follow.
SMILES	SKN-1 inh	bovine MsrA act	CendR NRP1 mod	eLon inh	MLLE-PAM2 inh	TbMetRS inhib	FAS-TE inh	MsrA inhibitor	MT1-MMP act inh
CCOc1ccc(C(=O)NCCC(=O)NCCCC(=O)O)cc1	-4.7	-14.1	2.5	-8.0	-7.6	-1.3	-7.8	0.0	9.1
CCOC(=O)[C@]12CCCC=C1N(CCc1ccc(OC)c(OC)c1)C(=O)[C@H](CC(=O)N1CCCC1)C2	-16.4	.	-7.2	.	.	-0.5	.	1.2	3.0
O=C(O)CCC(=O)Nc1ccc(F)cc1	1.8	-0.8	-4.6	-2.9	6.1	0.0	-6.0	-0.9	-5.0
CN(C)S(=O)(=O)Oc1ccccc1C(=O)Nc1ccc(F)cc1	-3.9	-12.6	-2.7	-1.9	-2.7	-1.6	-6.8	0.1	1.0
CC(C)c1ccc(SCc2noc(C(=O)NCC3CCCO3)c2C(=O)O)cc1 (centres undefined)	0.1	-5.8	-3.5	2.3	10.2	-0.1	-18.8	-0.8	-1.4
NC(=O)[C@H]1CC2(CC(c3cccc(NC(=O)COc4ccc(Cl)cc4)c3)=NO2)CN1C(=O)C(c1ccccc1)c1ccccc1 (some centres undefined)	1.4	-2.0	-14.2	-10.0	14.0	-0.2	73.0*	-0.3	4.8
O=C(Nc1ccc(S(=O)(=O)Nc2ncccn2)cc1)c1cnc(Cl)c(Cl)c1	-6.4	-1.2	-22.1	5.2	-9.8	-0.4	-2.3	0.3	6.3
CCN(CC)S(=O)(=O)c1ccc(-c2nnc(SCC(N)=O)n2CC)cc1	2.1	-3.7	-7.8	-7.5	14.2	-0.8	-3.3	0.0	2.5
Cc1cc(SCC(=O)c2cccc([N+](=O)[O-])c2)nc(=O)[nH]1	-2.7	-3.3	8.4	-5.2	23.9	0.2	0.6	.	1.2
CCC1(c2ccccc2)NC(=O)N(CC(=O)NCc2ccc(OC)cc2)C1=O (centres undefined)	11.8	-2.2	-0.2	-13.9	-10.4	-0.1	-3.0	-0.8	1.0
O=C1NC[C@@H](c2ccccc2)OC(=O)[C@H](Cc2ccc(F)cc2)C/C=C\C[C@H]1CC(=O)N(CCO)Cc1ccccc1	5.5	-0.4	15.2	3.1	-1.3	-0.3	4.3	-0.5	2.1
O=C(CC(C(=O)O)c1c(F)cccc1Cl)c1ccc(Cl)cc1 (centres undefined)	11.0	-2.3	12.8	2.3	8.7	-0.2	-7.6	-0.5	-1.7
CN(C)c1nc(-c2cccnc2)nc(-c2ccccc2)c1C#N	18.1	1.0	9.0	-6.5	-7.3	-0.3	4.1	-0.1	1.3
COCc1ccc(C(=O)N2CCN(CC(=O)N3CCCC3)CC2)cc1	6.1	-1.7	6.0	2.0	3.5	-0.1	-6.3	0.0	-1.5
CN1[C@@H](COCc2ccccc2)C=CS1(=O)=O	2.0	-1.3	5.4	-3.5	6.6	-0.3	-10.4	0.8	4.5
COc1ccc(N(C(=O)c2cccnc2)S(=O)(=O)c2ccc(OC)c(OC)c2)cc1	-1.0	-3.7	-12.3	0.7	-10.3	0.2	-2.4	1.5	-1.0
O=C(Nc1ccccc1)OC1CCCCc2cccnc21 (centres undefined)	-5.8	-8.3	6.6	8.9	12.1	-0.7	-5.3	1.2	-1.1
CCOc1ccccc1N1CCN(C(=O)NCc2ccc(F)cc2)CC1	10.3	-0.9	6.4	-5.9	-8.0	0.2	-0.8	-1.9	-1.1
CC1CC(C)(C)CC2(C1)NC(=O)N(CC(=O)N1CCN(Cc3ccc(C#N)cc3)CC1)C2=O (centres undefined)	-15.3	-9.0	-1.7	16.2	-12.4	-0.4	-3.1	-0.5	6.4
Cc1ccc(S(=O)(=O)N2CCN(CC(=O)NC3CCCc4ccccc43)CC2)cc1C (centres undefined)	13.0&8.7	1.8&-1.9	16.9&-2.5	-3.4&3.5	15.3&-3.3	-0.3&-0.6	14.5&26.7	1.5&1.8	-2.7&-1.5
Cn1ncc(Br)c1C(=O)Nc1ccc(Cl)cn1	11.4	-4.4	-6.0	-3.7	-5.5	-0.1	-3.1	0.0	0.6
Cc1ccc(CS(=O)Cc2ccc(C(=O)NCc3ccc(OC(C)C)cc3)o2)cc1 (centres undefined)	24.1	-1.0	-9.1	9.7	-6.7	-0.3	-3.9	0.2	2.0
O=C(Cc1cccs1)N1CCC(c2nc3c(nnn3Cc3ccc(F)cc3)c(=O)[nH]2)CC1	20.2	-1.4	-11.1	-6.5	-7.1	-0.6	-1.5	-0.8	5.3
CCCc1cc(=O)[nH]c(SCC(=O)NCCN2C(=O)CSC2=O)n1	-0.9	-2.7	1.6	-7.0	2.0	-0.2	-3.4	1.1	-2.7
Cc1ccc(-c2nnc(Nc3ccc(C(=O)N(C)C)cc3)c3ccccc23)cc1S(=O)(=O)NCC1CCCO1 (centres undefined)	-3.1	-2.7	-0.9	3.4	-9.8	-0.4	-5.6	4.7*	-3.2
CCOC(=O)N1CCC(NC(=O)CSCc2nc(-c3ccccc3Cl)oc2C)CC1	-3.4	-2.4	6.6	-9.0	11.9	0.3	-3.9	0.8	0.9
Cc1ccc(NC(=O)c2cc(=O)c3ccccc3o2)cc1S(=O)(=O)N1CCOCC1	2.2	-8.0	-5.3	1.9	1.4	-0.6	6.5	1.5	-3.9
CCOC(=O)c1ccc(NC(=O)CSC2=NN3CCCC(=O)N=C3S2)cc1	9.6	-2.8	5.9	-0.4	1.4	0.3	-3.5	0.0	-2.5
FC(F)(F)c1nnc2ccc(N3CCN(c4ccccc4)CC3)nn12	17.0	-3.3	-1.9	-1.4	5.3	-0.5	-10.6	-0.9	0.6
COc1ccc(/C=N/NC(=O)c2ccc3ccccc3c2)cc1OS(=O)(=O)c1ccc(NC(C)=O)cc1	5.3	-6.4	-13.4	1.6	8.7	-0.9	29.9	2.8	7.2
CCOc1ccc2[nH]c3c(NCCOC)ncnc3c2c1	5.2	-0.8	-1.2	5.6	-11.9	0.6	-4.2	-0.4	9.1
COC(=O)c1ccc(-c2noc(CN(Cc3nccn3C)C(C)C)n2)cc1	-3.7	-3.0	-9.8	-0.3	-11.8	-0.1	-4.6	2.2	-5.9
COc1ccccc1CNS(=O)(=O)c1cc(C)ccc1OC	-6.0	-1.9	-11.7	-8.6	4.3	-1.1	-3.5	0.1	-0.3
O=C(NCCN1C(=O)CSC1=O)c1ccccc1	5.5	-10.6	-3.9	0.3	0.2	-1.0	-5.4	1.2	3.0
Cn1nc(C(=O)Nc2ccc(S(=O)(=O)Nc3ncccn3)cc2)ccc1=O	-5.5	-2.8	-28.2	8.3	-31.6	0.2	-2.0	0.7	-0.6
CCN(CC)CCCNC(=S)N(Cc1cccnc1)Cc1cc2cccc(C)c2[nH]c1=O	-0.6	-8.9	-9.2	-6.2	-59.5	-0.8	-9.4	1.4	-4.0
CNC(=O)CSc1cn(CC(=O)N(C(C)C)C(C)C)c2ccccc12	3.5	-2.7	3.2	-1.3	9.3	0.0	-3.1	-0.5	0.1
Cc1noc(C)c1CN1C(=O)NC2(CCCCCCC2)C1=O	5.8	-0.4	-6.9	2.3	3.6	-0.1	-3.7	0.7	8.8
CCNc1nc(NCC)n2c(SCC(=O)Nc3ccc(F)cc3[N+](=O)[O-])nnc2n1	-1.9	-4.3	-2.1	0.2	-32.5	-0.7	2.7	0.7	-0.3
C/C(CC(=O)NC1CCCC1)=N\NC(=O)Cc1cccs1	-7.6	-2.0	-4.6	6.6	-14.4	1.0	-4.9	0.6	6.2
Cc1cc2cc(CNC(=O)c3cccs3)ccc2n1C	34.4	-0.8	9.8	26.8*	45.2*	-0.3	-3.3	-1.4	29.5
CCCNc1cc(=O)n(C)c(=O)n1C	-5.0	-3.6	-11.7	1.4	3.7	-0.9	-1.0	-0.5	2.0
O=C(O)COc1ccc(-c2nnn(CC(=O)O)n2)cc1	-8.7	-6.0	-15.1	-0.9	1.9	-0.2	-5.1	-1.1	1.1
Cc1ccc(-n2nnnc2SCC(=O)N2CCc3ccccc3C2)c(C)c1	3.3	-5.3	10.9	-8.1	-40.9	-0.9	10.3	0.2	3.9
Cn1cccc1/C=C1\CC(C(C)(C)C)C/C(=C\c2cccn2C)C1=O (centres undefined)	20.5	-10.3	71.8	-23.9	-124.2	-1.3	21.4	0.7	-253.5
CCOc1cc(C)c(Cl)cc1S(=O)(=O)n1ccnc1	-5.7	-10.3	1.7	-1.7	-5.2	-1.2	-3.1	-0.6	3.4
